# GASC1 inh = inhibitors of human demethylase GASC-1 KDM4C | GST-KDM4C 2-372, H3K9me3 peptide, LANCE TR-FRET | inhibition, % at 12.5 µM | 96,000 tested, 0.15% active | AID 720574;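 active = mean replicate inhibition above about 25%, with at least 55% of replicates also reaching it, limit read from the data, passing the limit was not always enough; inconclusive = only one of those two conditions met; inactive = neither condition met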
# Target sequence (Q9H3R0 2-372 limits assumed): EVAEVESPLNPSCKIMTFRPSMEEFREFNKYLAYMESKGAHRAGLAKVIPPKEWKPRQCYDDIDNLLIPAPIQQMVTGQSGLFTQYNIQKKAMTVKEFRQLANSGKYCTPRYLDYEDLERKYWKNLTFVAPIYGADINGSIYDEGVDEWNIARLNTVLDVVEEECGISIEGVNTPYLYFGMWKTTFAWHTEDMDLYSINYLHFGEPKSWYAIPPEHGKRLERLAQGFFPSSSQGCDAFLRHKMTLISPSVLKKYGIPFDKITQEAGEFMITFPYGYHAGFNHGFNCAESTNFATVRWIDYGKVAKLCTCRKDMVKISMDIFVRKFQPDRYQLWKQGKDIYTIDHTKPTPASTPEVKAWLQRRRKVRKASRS
#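 Compound: one test concentration per compound; Material: GST-GASC-1 enzyme fragment 2-372; Amount: GASC-1 enzyme at 10 nM final in reaction; Also added: H3K9me3 peptide substrate, Fe(II), 2-oxoglutarate; Technique: LANCE TR-FRET; Times: 30 min demethylation and 1 h detection at room temperature.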
# Pf Dd2 inh = inhibitors of Plasmodium falciparum Dd2 growth | P. falciparum Dd2 growth, SYBR Green, 72 h; stronger effect = lower value | activity change, % at 10 µM | 94,000 tested, 2.3% active; in the data active = activity change below about -80%; inconclusive = no clear call, values can overlap the other calls
# C diff growth = blocks growth of Clostridium difficile; Clostridium difficile clinical isolate growth, OD600, 24 h; stronger effect = lower value; 86,000 tested, 0.25% active; growth activity, negative = inhibition, % at 16 µg/mL (by protocol);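 active = mean growth activity at or below -80% and every replicate also at or below -80%; inconclusive = mean at or below -80% but some replicate above -80%; inactive = mean growth activity above -80%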;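 note: 0% = DMSO wells and -100% = levofloxacin 16 µg/mL wells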
# T cruzi growth = blocks T. cruzi growth in NIH3T3 culture | T. cruzi beta-gal in NIH3T3, GalScreen luminescence, 90 h | inhibition, % at 8.34 µM | 77,000 tested, 5.9% active;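 active = mean inhibition above about 93%, with at least 55% of replicates each passing it, limit read from the data, passing the limit was not always enough; inconclusive = only one of those two conditions holds; inactive = neither condition holds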
# An asterisk follows results filed as active; ? = inconclusive; · = no result given; & = joins results of further samples.
Compound	GASC1 inh	Pf Dd2 inh	C diff growth	T cruzi growth
CO[C@@H](CN(C)C(=O)C1CCOCC1)[C@@H](C)CN(C(=O)Nc1ccc(C(F)(F)F)cc1)[C@@H](C)CO	-3.3	13	·	84
COCC#Cc1ccc2c(c1)O[C@@H](CN(C)C(C)=O)[C@@H](C)CN([C@H](C)CO)S2(=O)=O	-0.6	27	2	-53
COC(=O)C[C@H]1CC[C@@H]2[C@H](COc3ccc(NC(=O)Nc4ccccc4C)cc3C(=O)N2C)O1	1.3	4	16	1
C[C@@H]1CN([C@@H](C)CO)C(=O)CCCn2nncc2CO[C@@H]1CN(C)Cc1ccc(Oc2ccccc2)cc1	1.6	-10	0	-22
COc1ccc(CN(C)C[C@H]2OCCCC[C@@H](C)Oc3ccc(NC(=O)NC(C)C)cc3C(=O)N([C@@H](C)CO)C[C@@H]2C)cc1	-2.7	-73	2	46
N#C[C@@H]1[C@@H](c2ccc(C#Cc3cccc(F)c3)cc2)[C@H](CO)N1C(=O)C1CC1	-4.7	-34	3	93
CO[C@@H]1CN(C)C(=O)c2ccc(NS(=O)(=O)c3ccccc3)cc2OC[C@@H](C)N(Cc2ccccn2)C[C@H]1C	1.8	-25	·	·
OC[C@@H]1[C@@H](c2ccccc2)C2(CN(Cc3nccs3)C2)N1CCC(F)(F)F	0.0	-31	3	·
O=C(C[C@@H]1CC[C@@H]2[C@H](COC[C@H](O)CN2Cc2cc(F)ccc2F)O1)NCc1ccc(Cl)cc1	-5.0	-28	10&7	72
C[C@@H]1CN([C@@H](C)CO)C(=O)Cc2cc(NC(=O)Nc3ccc(C(F)(F)F)cc3)ccc2O[C@@H]1CN(C)C(=O)Nc1ccc(F)cc1	-0.3	-10	-4	4
C[C@@H]1CN([C@H](C)CO)S(=O)(=O)c2ccc(-c3ccncc3)cc2O[C@H]1CN(C)C(=O)C1CC1	-1.8	0	0	86
C[C@H]1CN([C@@H](C)CO)C(=O)CCCn2cc(nn2)CO[C@H]1CN(C)Cc1cccc(O)c1	-1.0	14	0	-13
C[C@H](CO)N1C[C@H](C)[C@H](CN(C)Cc2cccc(F)c2)Oc2cc(-c3cccc(C#N)c3)ccc2S1(=O)=O	·	-54	9	80
CCNC(=O)C[C@@H]1CC[C@H]2[C@H](COc3ccc(NC(=O)c4cccs4)cc3C(=O)N2C)O1	2.1	-4	-9	15
O=C(N[C@H]1C=C[C@H](CC(=O)N2CCc3ccccc3C2)O[C@@H]1CO)C1CCC1	-0.4	-2	4	·
Cc1ccc(S(=O)(=O)N(C)C[C@@H]2Oc3ccc(NS(=O)(=O)c4c(C)noc4C)cc3CC(=O)N([C@H](C)CO)C[C@H]2C)cc1	-4.5	-34	6	15
COCC(=O)Nc1ccc2c(c1)C(=O)N(C)C[C@@H](OC)[C@H](C)CN(C(=O)Cc1ccccn1)[C@@H](C)CO2	-0.5	16	·	-5
CN(C)CC(=O)Nc1ccc2c(c1)[C@H]1C[C@@H](CC(=O)NCc3ccccc3)O[C@H](CO)[C@H]1O2	-0.4	5	·	12
CCNC(=O)[C@@H]1[C@@H](CO)[C@@H]2Cn3c(ccc(-c4ccc(F)cc4)c3=O)[C@H]1N2C(C)=O	-0.7	11	1	43
CCCC#Cc1cnc2c(c1)C(=O)N([C@@H](C)CO)C[C@H](C)[C@H](CN(C)C(=O)Nc1ccc(OC)cc1)O2	-0.5	17	-5	-14
O=C(c1cnccn1)N1CC(=O)N2[C@H](CO)[C@H](c3ccc(-c4ccc(F)cc4)cc3)[C@@H]2C1	-0.7	1	-3	·
COc1ccc(NC(=O)Nc2ccc3c(c2)CC(=O)N([C@H](C)CO)C[C@@H](C)[C@@H](CN(C)S(=O)(=O)c2c(C)noc2C)O3)cc1	-0.3	32	-2	-20
COCC#Cc1ccc2c(c1)O[C@@H](CN(C)CC1CCCCC1)[C@H](C)CN([C@@H](C)CO)S2(=O)=O	2.5	-54	3	?
N#C[C@@H]1N[C@@H](CO)[C@H]1c1ccc(C#CC2CCCCC2)cc1	0.6	27	-3	38
O=C(N[C@H]1CC[C@@H](CCn2cc(Cc3ccccc3)nn2)O[C@@H]1CO)c1cnccn1	6.3	-3	0	-9
C[C@H]1CN([C@@H](C)CO)C(=O)Cc2cc(NC(=O)CCN3CCOCC3)ccc2O[C@H]1CN(C)S(C)(=O)=O	-0.3	22	-4	4
O=S(=O)(N[C@@H]1CC[C@@H](CCn2cc(-c3ccccc3F)nn2)O[C@H]1CO)c1ccc(Cl)cc1	-0.8	-6	93	32
CC=Cc1ccc2n(c1=O)C[C@H]1[C@H](CO)[C@@H](C(=O)NCCC)[C@@H]2N1C(=O)c1ccncc1 (mixture of isomers)	0.4	5	2	·
C[C@@H]1CN([C@H](C)CO)C(=O)c2cc(C#CC(C)(C)O)cnc2O[C@@H]1CN(C)Cc1cncnc1	0.0	-31	3	51
COCc1cn(CC[C@H]2CC[C@@H](NC(=O)c3ccc(F)cc3)[C@@H](CO)O2)nn1	-1.3	4	-3	8

# Next part.
Compound	GASC1 inh	Pf Dd2 inh	C diff growth	T cruzi growth
COc1ccc(NC(=O)Nc2cccc3c2O[C@H](CN(C)C)[C@H](C)CN([C@H](C)CO)C3=O)cc1	-0.4	-4	0	·
C[C@@H]1CN([C@H](C)CO)C(=O)CCCn2nncc2CO[C@@H]1CN(C)Cc1ccc2c(c1)OCCO2	-1.5	-23	·	17
CCC(=O)N(C)C[C@H]1Oc2cc(-c3cncnc3)ccc2S(=O)(=O)N([C@H](C)CO)C[C@H]1C	2.1	24	0	-2
O=C(C[C@H]1C[C@H]2c3cc(NC(=O)NC4CCCCC4)ccc3O[C@H]2[C@@H](CO)O1)NC1CCCC1	-1.8	11	-1	·
CCCNC(=O)[C@@H]1[C@@H](CO)[C@@H]2Cn3c(ccc(-c4cccc(F)c4)c3=O)[C@H]1N2Cc1ccccc1F	-1.2	-1	-12	·
CCCNC(=O)N1C[C@H](O)COC[C@H]2O[C@@H](CC(=O)O)CC[C@@H]21	-3.2	33	-3&-6	78
Cc1ccc(S(=O)(=O)N(C)C[C@H]2Oc3ncc(C#CC4(O)CCCC4)cc3C(=O)N([C@@H](C)CO)C[C@H]2C)cc1	3.7	-12	-4	19
Cc1ccc(S(=O)(=O)Nc2cccc3c2O[C@@H](CN(C)S(=O)(=O)c2ccc(C)cc2)[C@@H](C)CN([C@H](C)CO)C3=O)cc1	1.5	-14	0	44
COc1ccc(NC(=O)N(C)C[C@@H]2Oc3ccc(NC(=O)Nc4ccc5c(c4)OCO5)cc3CC(=O)N([C@@H](C)CO)C[C@H]2C)cc1	1.8	8	-3	8
C[C@@H]1CN([C@@H](C)CO)C(=O)c2cc(NC(=O)c3ccccc3)ccc2O[C@@H](C)CCCCO[C@@H]1CN(C)C(=O)Cc1ccccc1	2.2	-72	-3	17
O=C(C[C@H]1C=C[C@@H](NC(=O)c2ccc3c(c2)OCO3)[C@H](CO)O1)NCc1ccc(F)cc1	-1.4	-6	3	-68
N#C[C@@H]1[C@H](c2ccc(C#CC3CCCCC3)cc2)[C@H](CO)N1C(=O)Cc1ccccn1	-0.2	-39	1	98*
C[C@@H]1CN([C@@H](C)CO)C(=O)CCCn2cc(nn2)CO[C@H]1CN(C)Cc1cccc(C(=O)O)c1	-1.3	13	·	-24
Cc1noc(C)c1NC(=O)N(C)C[C@H]1Oc2c(NC(=O)Nc3ccc4c(c3)OCO4)cccc2C(=O)N([C@H](C)CO)C[C@H]1C	-3.1	-15	-6	94
O=S(=O)(N[C@@H]1CC[C@@H](CCn2cc(-c3ccc(F)cc3)nn2)O[C@@H]1CO)c1ccccc1F	-1.1	-36	-9	35
Cc1ccc(-c2ccc([C@@H]3[C@@H](CO)N4CCCCN(C)C[C@H]34)cc2)cc1	-1.5	-31	0	54
COc1ccc(CNC(=O)C[C@H]2CC[C@H]3[C@@H](COc4ccc(NC(=O)C5CC5)cc4C(=O)N3C)O2)cc1	-1.2	-4	1	20
CC=Cc1ccc2n(c1=O)C[C@@H]1[C@@H](CO)[C@H](C(=O)NCCC)N(CC3CCOCC3)[C@H]21 (mixture of isomers)	2.9	-4	-1	70
CC(=O)N(C)C[C@H]1Oc2cc(C#CC3CCCCC3)ccc2S(=O)(=O)N([C@@H](C)CO)C[C@@H]1C	-1.3	-57	-14	?
COCC(=O)N1CC2(C1)[C@@H](c1ccccc1)[C@@H](CO)N2CCC(F)(F)F	2.4	-4	-5	·
CS(=O)(=O)Nc1ccc2c(c1)[C@@H]1C[C@H](CC(=O)NC3CCCCC3)O[C@H](CO)[C@@H]1O2	0.3	-12	·	-43
CC(C)CC#Cc1ccc([C@@H]2[C@H](CO)N3C(=O)CN(S(=O)(=O)c4ccccc4)C[C@@H]23)cc1	-0.1	-1	-10	·
COc1ccc(NC(=O)N[C@@H]2CC[C@@H](CC(=O)NCc3ccccn3)O[C@@H]2CO)cc1	1.0	-2	·	-50
CO[C@H]1CN(C)C(=O)c2cc(NC(=O)Nc3cccc(Cl)c3)ccc2OC[C@H](C)N(C(=O)Nc2c(C)noc2C)C[C@@H]1C	-4.2	·	·	9
OC[C@H]1[C@@H](c2ccc(C#Cc3ccccc3)cc2)[C@H]2CN(CC3CCOCC3)CCCCN21	-1.0	-16	0	94
C[C@H]1CN([C@@H](C)CO)C(=O)Cc2cc(NC(=O)Nc3ccccc3)ccc2O[C@@H]1CN(C)Cc1ccncc1	1.9	-9	-1	23
Cc1ccc(S(=O)(=O)N(C)C[C@@H]2OCCCC[C@H](C)Oc3ccc(NC(=O)Nc4ccc(C(F)(F)F)cc4)cc3C(=O)N([C@H](C)CO)C[C@H]2C)cc1	0.7	?	-2	·
COc1cccc(NC(=O)C[C@H]2CC[C@@H]3[C@H](COc4ccc(NC(=O)C5CCCCC5)cc4C(=O)N3C)O2)c1	4.7	-18	3	17
C[C@H](CO)N1C[C@H](C)[C@H](CN(C)Cc2ccc(C(=O)Nc3ccccc3N)cc2)Oc2ccc(NS(=O)(=O)c3cccs3)cc2C1=O	-1.0	-85*	·	115*
O=C(c1ccc2c(c1)OCO2)N1C[C@@H]2[C@H](c3ccccc31)[C@H](CO)N2Cc1ccccc1Cl	1.7	-6	11	24

# Record cards (already shown). Values in the order: GASC1 inh, Pf Dd2 inh, C diff growth, T cruzi growth
# CC(C)CC#Cc1ccc([C@@H]2[C@H](CO)N3C(=O)CN(S(=O)(=O)c4ccccc4)C[C@@H]23)cc1 is listed with -0.1, -1, -10, ·
# C[C@H](CO)N1C[C@H](C)[C@H](CN(C)Cc2ccc(C(=O)Nc3ccccc3N)cc2)Oc2ccc(NS(=O)(=O)c3cccs3)cc2C1=O is listed with -1.0, -85*, ·, 115*
# COc1cccc(NC(=O)C[C@H]2CC[C@@H]3[C@H](COc4ccc(NC(=O)C5CCCCC5)cc4C(=O)N3C)O2)c1 is listed with 4.7, -18, 3, 17

# Returning to the listing; the two compounds before the break are reprinted first.
Compound	GASC1 inh	Pf Dd2 inh	C diff growth	T cruzi growth
C[C@H](CO)N1C[C@H](C)[C@H](CN(C)Cc2ccc(C(=O)Nc3ccccc3N)cc2)Oc2ccc(NS(=O)(=O)c3cccs3)cc2C1=O	-1.0	-85*	·	115*
O=C(c1ccc2c(c1)OCO2)N1C[C@@H]2[C@H](c3ccccc31)[C@H](CO)N2Cc1ccccc1Cl	1.7	-6	11	24
C[C@@H]1CN([C@H](C)CO)C(=O)c2cc(NC(=O)Nc3ccc(F)cc3)ccc2O[C@@H](C)CCCCO[C@@H]1CN(C)C(=O)Cc1ccccc1	-3.0	?	3	87
COc1ccccc1CNC(=O)C[C@@H]1C[C@@H]2c3cc(NS(=O)(=O)c4ccc(F)cc4)ccc3O[C@@H]2[C@H](CO)O1	-2.5	-29	-5	29
CCNC(=O)C[C@H]1CC[C@H]2[C@@H](COc3ccc(NC(=O)NC(C)C)cc3C(=O)N2C)O1	0.9	9	·	26
CN(C)C(=O)c1ccc(-c2cccc(-c3nc(C(=O)NC4CCCCC4)cc4c3[C@H](CCO)N([S@@](=O)C(C)(C)C)C4)c2)cc1	-0.1	-71	·	91
COc1ccc2c3c(n(C)c2c1)[C@@H](CO)N(CC1CCOCC1)CC31CCN(Cc2nccs2)CC1	1.8	-78	5	·
CCC(=O)N1[C@H](C#N)[C@@H](c2ccccc2-c2cccc(C)c2)[C@@H]1CO	-1.6	9	30	·
CCNC(=O)C[C@@H]1CC[C@H]2[C@@H](COc3ccc(NC(=O)Nc4cccc(Cl)c4)cc3C(=O)N2C)O1	-3.5	-4	-5	3
COc1ccc(CN(C)C[C@@H]2Oc3c(NC(=O)Nc4ccc5c(c4)OCO5)cccc3C(=O)N([C@H](C)CO)C[C@@H]2C)cc1	8.7	-3	0	66
O=C(C[C@H]1CC[C@@H](NC(=O)Nc2ccc(C(F)(F)F)cc2)[C@@H](CO)O1)NCCN1CCCC1	0.7	10	·	2

# Assay outcomes: PubChem, Broad Institute
